# Source: PubChem BioAssay (several laboratories)
# SIAE primary – blocks human sialic acid acetylesterase. Q9HAT2. SIAE FP-Rh probe binding, fluorescence polarization. inhibition, % at 9.66 µM. 370,000 tested, 0.69% active;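 active means inhibition above a cutoff: mean of compounds within the control limits plus 3 SD of those, cut at about 17% in these data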;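 further: 0% = plate median of compound wells and 100% = probe without SIAE protein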
# TDP2 inh – TDP2 (human) inhibition, absorbance primary screen | O95551 | recombinant TDP2, T5PNP hydrolysis, p-nitrophenol absorbance 415 nm | inhibition, % at 12.8 µM | 370,000 tested, 0.34% active;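 active means inhibition above the mean of all tested compounds plus 3 SD, set per campaign, cut at about 25% in these data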;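 further: 0% = DMSO with enzyme and 100% = buffer with substrate but no TDP2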
# Target sequence (O95551 whole entry, looked up): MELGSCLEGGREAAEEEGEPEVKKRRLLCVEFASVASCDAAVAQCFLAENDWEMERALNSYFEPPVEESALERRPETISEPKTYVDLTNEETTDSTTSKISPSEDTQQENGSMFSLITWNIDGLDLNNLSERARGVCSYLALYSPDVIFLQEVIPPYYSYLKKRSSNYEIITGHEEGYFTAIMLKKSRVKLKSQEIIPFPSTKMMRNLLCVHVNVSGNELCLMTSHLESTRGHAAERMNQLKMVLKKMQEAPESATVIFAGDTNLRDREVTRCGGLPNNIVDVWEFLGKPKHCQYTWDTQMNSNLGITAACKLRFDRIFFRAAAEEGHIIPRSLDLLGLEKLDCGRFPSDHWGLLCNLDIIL
#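 System: recombinant human TDP2 / Amount: 120 nM TDP2 per well / Also added: 5 mM T5PNP chromogenic substrate / Doses: 12.8 µM single point, 1% DMSO / Incubation: 2 h at 37 °C / Detection: p-Nitrophenol epi absorbance / Evaluation: % inhibition relative to enzyme-containing and enzyme-free wells / Repeats: singlicate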
# MBD2 DNA inh – MBD2-methylated oligo binding inhibition. 370,000 tested, 0.31% active. inhibition, % at 4.4 µM. Q9UBB5. TR-FRET, MBD2 binding to methylated oligonucleotide; in the data active means inhibition above about 13%
# Target sequence (Q9UBB5 whole entry, looked up): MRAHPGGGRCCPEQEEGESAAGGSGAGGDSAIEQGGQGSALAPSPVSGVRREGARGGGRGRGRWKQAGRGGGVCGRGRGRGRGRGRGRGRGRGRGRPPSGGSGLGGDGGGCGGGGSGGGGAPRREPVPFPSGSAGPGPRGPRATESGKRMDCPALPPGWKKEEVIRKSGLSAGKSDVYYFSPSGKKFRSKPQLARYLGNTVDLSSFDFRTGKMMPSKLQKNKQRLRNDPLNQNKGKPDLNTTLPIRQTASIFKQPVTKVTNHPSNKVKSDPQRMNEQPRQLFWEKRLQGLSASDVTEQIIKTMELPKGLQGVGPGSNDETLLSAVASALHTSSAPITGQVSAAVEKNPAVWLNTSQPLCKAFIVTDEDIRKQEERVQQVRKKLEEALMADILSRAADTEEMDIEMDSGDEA
# TCR-CD3 inh – blocks the human TCR-CD3 interaction; TAMRA-labeled TCR probe fluorescence, biochemical; inhibition, % at 9.4 µM; 360,000 tested, 0.37% active; AID 651800; in the data active means inhibition above about 19%;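 further: recombinant mutant TCR 2C K166C tagged with TAMRA read by polarization; 0% = receptor in buffer alone and 100% = receptor with positive control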
# LEDGF integ inh – blocks HIV-1 LEDGF/p75-dependent DNA integration; TR-FRET IN-LEDGF/p75 DNA integration, Eu/Cy5; inhibition, % at 3.7 µM; 370,000 tested, 0.64% active; AID 743269;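 active means inhibition above the screen-wide mean plus 3 SD, cut at about 13% in these data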;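 further: signal is the Cy5 over europium emission ratio at 671 and 618 nm; 0% = plate median of compound wells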
# PRMT1 inh – inhibitors of human PRMT1; Q99873; recombinant PRMT1, activity-based probe fluorescence polarization; inhibition, % at 2.79 µM; 370,000 tested, 1.3% active; AID 652257;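 active means inhibition above about 21% made by adding two undisclosed values, limit read from the data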
# HTRA1 inh – inhibitors of human serine peptidase HTRA1. Q92743. recombinant HTRA1, FP-rhodamine activity-based probe, fluorescence polarization. inhibition, % at 5.96 µM. 340,000 tested, 0.5% active. AID 504803; in the data active means inhibition above about 36%;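 further: 0% = enzyme with DMSO and 100% = wells lacking enzyme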
# NPR2 activator – GC-B (human) receptor activation; activation, % at 10 µM; 370,000 tested, 0.11% active; AID 1920062; HEK293-GC-B cells, CNP EC30, cGMP TR-FRET; 0% at EC30 CNP, 100% saturating CNP; P20594;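 active means activation at 10 µM reaching about 35% in either raw or pattern-adjusted values, limit read from the data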
# ABHD4 inh – inhibits mouse alpha/beta hydrolase domain 4. purified mABHD4, FP-Rh probe fluorescence polarization. inhibition, % at 8.92 µM. AID 720543. 370,000 tested, 0.54% active. Q8VD66;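 active means inhibition exceeding the mean over every tested compound plus 3 SD, cut at about 30% in these data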;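 further: 0% = plate median of compound wells and 100% = S159A mutant with DMSO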
#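 Assay system: mABHD4 protein; medium: HEPES pH 7.0, NaCl, Pluronic buffer; dosing: 8.92 µM, single dose; schedule: 45 min + 60 min at 25 °C; signal: FP readout, ex 525 nm / em 598 nm; read-out: normalized percent inhibition of probe labeling; repeats: single replicate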
# rCAG binder – binds r(CAG) RNA repeats; r(CAG) RNA repeat, TO-PRO-1 dye displacement fluorescence; inhibition, % at 3 µM; 370,000 tested, 1.3% active;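 active means inhibition above the plate cutoff, the mean of all test compounds on that plate plus 3 SD, cut at about 35% in these data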;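 further: 0% = DMSO alone and 100% = 100 µM mitoxantrone as full dye displacement; higher means more dye released from RNA so lower well fluorescence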
# * hit, by the source's call; nt = no result given. Only part of the results is shown, so the mix of outcomes need not match the whole.
mol,SIAE primary,TDP2 inh,MBD2 DNA inh,TCR-CD3 inh,LEDGF integ inh,PRMT1 inh,HTRA1 inh,NPR2 activator,ABHD4 inh,rCAG binder
COC(=O)C1CSc2[nH]c(=O)sc2C1c1ccccc1 (centres undefined),5.7,-0.8,-9.5,-0.1,3.4,45.6*,-1.8,0.9,6.1,-9.1
CCOC(=O)c1c(NC(C)=O)sc2c(O)c(Br)ccc12,0.5,-5.5,3.2,-3.8,-2.2,3.9,5.0,-1.2,5.5,5.0
COc1ccc(OC)c(NC(=O)Cn2c(CCC(=O)O)ccc2-c2ccccc2)c1,13.2,-1.1,-4.0,4.6,2.3,-1.9,-2.7,4.9,-3.7,6.2
CCC[C@H]1[C@@H](NC(=O)C#Cc2ccccc2)CC[C@@]23CCCN2C(=O)CCC[C@@H]13,-3.0,8.0,-3.2,nt,0.7,-3.9,nt,-1.4,-0.6,nt
CCCCN1CC2=C(C1=O)C(c1ccc(O)cc1)NC(=O)N2C (centres undefined),14.1,6.2,-2.1,4.7,0.4,1.7,5.8,11.2,4.1,0.3
Cc1cccc(CS(=O)(=O)Cc2ccc(C(=O)NC(C)c3ccccc3)o2)c1 (centres undefined),-3.4,-8.7,-0.1,0.2,-0.1,-0.1,-4.4,1.6,2.7,-1.8
N#CCc1nc(CSc2nc3ccccc3s2)cs1,2.8,10.0,0.7,1.7,-2.4,-0.5,-1.9,5.7,-1.6,8.2
CC12CC(NC(=O)N1c1cccc(C(=O)NCc3ccccc3)c1)c1ccccc1O2 (centres undefined),-11.5,3.1,-2.7,5.3,-2.1,-2.1,nt,1.4,0.3,-6.6
Cc1ccc(S(=O)(=O)CCN2CCN(c3ccccn3)CC2)cc1,1.1,-7.9,5.1,8.9,0.9,-6.1,5.2,-3.0,-0.4,-7.7
O=C(O)c1ccc(N2C(=O)CC(SC(=NCc3ccc4c(c3)OCO4)Nc3ccccc3)C2=O)cc1 (centres undefined),-2.1,0.6,-1.3,5.5,-2.8,-2.6,-28.9,2.9,-57.8,68.8*
CCOc1ccc(C2NC(=O)c3n[nH]c(C)c32)cc1 (centres undefined),-2.4,3.5,1.8,-1.2,-1.4,-2.5,0.6,0.7,-0.2,1.2
COC(=O)c1ccc2[nH]c(CO)c(-c3ccccc3)c2c1,5.4,5.6,4.4,3.7,-3.7,-0.1,-15.6,-12.6,-6.8,5.6
O=C(Nc1ccc(F)cc1)NC1(C(=O)NCc2ccco2)CCCCC1,0.4,8.2,-3.1,7.5,0.4,-1.6,0.5,1.4,2.2,3.0
C#CCOC(=O)c1ccc(-n2cncn2)nc1,6.2,0.3,-3.2,5.3,3.4,-0.2,0.4,-4.4,0.3,1.5
CCCCN1CC[C@H]2C=CC[C@@H](C(=O)N3CCOCC3)[C@H]2C1=O,0.5,2.2,1.4,-3.7,-0.9,3.8,-0.3,-2.4,0.8,0.3

# 3 entries from above, ordered by their value in LEDGF integ inh, falling:
smiles | SIAE primary | TDP2 inh | MBD2 DNA inh | TCR-CD3 inh | LEDGF integ inh | PRMT1 inh | HTRA1 inh | NPR2 activator
CCCCN1CC2=C(C1=O)C(c1ccc(O)cc1)NC(=O)N2C (centres undefined) | 14.1 | 6.2 | -2.1 | 4.7 | 0.4 | 1.7 | 5.8 | 11.2
Cc1cccc(CS(=O)(=O)Cc2ccc(C(=O)NC(C)c3ccccc3)o2)c1 (centres undefined) | -3.4 | -8.7 | -0.1 | 0.2 | -0.1 | -0.1 | -4.4 | 1.6
CCOC(=O)c1c(NC(C)=O)sc2c(O)c(Br)ccc12 | 0.5 | -5.5 | 3.2 | -3.8 | -2.2 | 3.9 | 5.0 | -1.2

# Further structures:
mol,SIAE primary,TDP2 inh,MBD2 DNA inh,TCR-CD3 inh,LEDGF integ inh,PRMT1 inh,HTRA1 inh,NPR2 activator,ABHD4 inh,rCAG binder
CC1(C)CC(=O)C2=C(C1)N(CC1CCCO1)C(=O)C2(O)C(F)(F)F (centres undefined),2.2,-3.2,-4.2,2.3,-3.5,-1.9,3.0,4.0,3.3,0.7
Cc1ccccc1S(=O)(=O)Cc1ccc(C(=O)NCCN2CCCCC2C)o1 (centres undefined),-0.9,1.6,-2.9,8.9,-0.5,-2.7,-2.6,4.2,2.2,-1.4
Cc1cccn2c(=O)c3cc(S(=O)(=O)c4ccc(F)cc4)c(=N)n(Cc4ccco4)c3nc12,1.9,-9.2,-0.2,0.2,0.2,-3.9,-11.6,0.1,6.5,5.5
C=CCN1C(=O)[C@@H](CC(=O)NCCCC)[C@]2(C(=O)OC)CCCCC=C12,3.0,-1.2,-1.8,nt,4.5,-0.2,nt,0.4,-1.9,0.7
O=C(CCNC(=O)c1ccco1)Nc1ccc(Cl)cc1,2.5,-0.9,2.0,-4.2,-1.4,-1.9,1.7,-2.7,-1.4,-2.3
CCN1CCCC1CNC(=O)c1ccc2c(c1)N(Cc1cccc(Cl)c1)C(=O)c1ccccc1S2(=O)=O (centres undefined),-6.8,1.2,-1.4,4.0,0.8,-6.0,-14.8,-4.4,-6.1,4.1
CC(C)CNc1cccc2c1S(=O)(=O)N(Cc1cn(Cc3ccc(C(F)(F)F)cc3)nn1)Cc1ccccc1O2,1.6,3.2,6.8,nt,-2.1,-0.5,nt,8.9,6.5,5.5
CCOC(=O)CNC(=O)N1CCCC(C(=O)c2cccc(Cl)c2)C1 (centres undefined),2.9,5.8,-0.5,10.4,1.2,-2.1,0.3,7.9,0.1,-4.9
O=S(=O)(c1ccccc1C(F)(F)F)N1CCOCC1,4.2,10.5,2.9,3.0,-2.1,-3.9,4.2,-4.2,-2.1,-1.6

# No new results follow: an excerpt of the list.
mol,SIAE primary,TDP2 inh,MBD2 DNA inh,TCR-CD3 inh,LEDGF integ inh,PRMT1 inh,HTRA1 inh,NPR2 activator,ABHD4 inh,rCAG binder
C#CCOC(=O)c1ccc(-n2cncn2)nc1,6.2,0.3,-3.2,5.3,3.4,-0.2,0.4,-4.4,0.3,1.5
CCCCN1CC[C@H]2C=CC[C@@H](C(=O)N3CCOCC3)[C@H]2C1=O,0.5,2.2,1.4,-3.7,-0.9,3.8,-0.3,-2.4,0.8,0.3
CC1(C)CC(=O)C2=C(C1)N(CC1CCCO1)C(=O)C2(O)C(F)(F)F (centres undefined),2.2,-3.2,-4.2,2.3,-3.5,-1.9,3.0,4.0,3.3,0.7
Cc1ccccc1S(=O)(=O)Cc1ccc(C(=O)NCCN2CCCCC2C)o1 (centres undefined),-0.9,1.6,-2.9,8.9,-0.5,-2.7,-2.6,4.2,2.2,-1.4
Cc1cccn2c(=O)c3cc(S(=O)(=O)c4ccc(F)cc4)c(=N)n(Cc4ccco4)c3nc12,1.9,-9.2,-0.2,0.2,0.2,-3.9,-11.6,0.1,6.5,5.5
C=CCN1C(=O)[C@@H](CC(=O)NCCCC)[C@]2(C(=O)OC)CCCCC=C12,3.0,-1.2,-1.8,nt,4.5,-0.2,nt,0.4,-1.9,0.7
O=C(CCNC(=O)c1ccco1)Nc1ccc(Cl)cc1,2.5,-0.9,2.0,-4.2,-1.4,-1.9,1.7,-2.7,-1.4,-2.3
CCN1CCCC1CNC(=O)c1ccc2c(c1)N(Cc1cccc(Cl)c1)C(=O)c1ccccc1S2(=O)=O (centres undefined),-6.8,1.2,-1.4,4.0,0.8,-6.0,-14.8,-4.4,-6.1,4.1
CC(C)CNc1cccc2c1S(=O)(=O)N(Cc1cn(Cc3ccc(C(F)(F)F)cc3)nn1)Cc1ccccc1O2,1.6,3.2,6.8,nt,-2.1,-0.5,nt,8.9,6.5,5.5
CCOC(=O)CNC(=O)N1CCCC(C(=O)c2cccc(Cl)c2)C1 (centres undefined),2.9,5.8,-0.5,10.4,1.2,-2.1,0.3,7.9,0.1,-4.9
O=S(=O)(c1ccccc1C(F)(F)F)N1CCOCC1,4.2,10.5,2.9,3.0,-2.1,-3.9,4.2,-4.2,-2.1,-1.6
